FEN1 inhibitor = qHTS Assay for the Inhibitors of Human Flap endonuclease 1 (FEN1). P39748. Recombinant FEN1 flap cleavage, fluorescence, 15 min. Potency, µM (titrated, usually from 114 µM), for the others: at the top dose activity change, negative = inhibition, usual class: inhibitors. 390,000 compounds, 0.35% hits. AID 588795, 2011; note: nearly all actives have a fitted effect of over 65% in size
Target sequence (P39748 whole entry, looked up): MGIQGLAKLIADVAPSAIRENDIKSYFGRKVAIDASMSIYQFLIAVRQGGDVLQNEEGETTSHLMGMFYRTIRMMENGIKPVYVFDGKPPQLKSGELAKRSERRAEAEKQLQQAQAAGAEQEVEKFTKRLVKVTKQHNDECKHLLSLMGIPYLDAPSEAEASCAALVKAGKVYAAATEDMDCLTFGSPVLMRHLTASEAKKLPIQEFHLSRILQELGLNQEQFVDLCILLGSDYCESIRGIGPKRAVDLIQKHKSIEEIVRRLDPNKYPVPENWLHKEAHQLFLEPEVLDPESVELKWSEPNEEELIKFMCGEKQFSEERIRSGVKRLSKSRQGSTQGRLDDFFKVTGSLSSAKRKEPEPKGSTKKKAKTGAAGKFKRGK
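Nuclease activity of 10 nM FEN1 was measured after 15 min of room-temperature exposure to titrated compounds, by adding 50 nM flap substrate and reading plates at 0 and 15 min.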
N370S GC mod = qHTS Assay for Inhibitors and Activators of N370S glucocerebrosidase as a Potential Chaperone Treatment of Gaucher Disease | 330,000 compounds, 0.092% hits | Potency, µM (doses to about 59.4 µM), for inactives: top-dose activity change, negative = inhibition, hits mostly inhibitors | N370S GC spleen homogenate, 4MU-glucoside fluorescence;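 note: 0% = full enzyme activity and -100% = no enzyme basal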
TDP1 inh = qHTS Assay for Inhibitors of Tyrosyl-DNA Phosphodiesterase (TDP1); Tyrosyl-DNA phosphodiesterase 1 (Homo sapiens), Q9NUW8; AID 485290, 2010; Potency, µM (series often up to 130 µM), for the others: top-dose activity change, negative = inhibition, most hits filed as inhibitors; 350,000 compounds, 0.28% hits; recombinant TDP1, AlphaScreen DNA substrate cleavage; note: nearly all actives have a fitted effect of over 40% in size
Target sequence (Q9NUW8 whole entry, looked up): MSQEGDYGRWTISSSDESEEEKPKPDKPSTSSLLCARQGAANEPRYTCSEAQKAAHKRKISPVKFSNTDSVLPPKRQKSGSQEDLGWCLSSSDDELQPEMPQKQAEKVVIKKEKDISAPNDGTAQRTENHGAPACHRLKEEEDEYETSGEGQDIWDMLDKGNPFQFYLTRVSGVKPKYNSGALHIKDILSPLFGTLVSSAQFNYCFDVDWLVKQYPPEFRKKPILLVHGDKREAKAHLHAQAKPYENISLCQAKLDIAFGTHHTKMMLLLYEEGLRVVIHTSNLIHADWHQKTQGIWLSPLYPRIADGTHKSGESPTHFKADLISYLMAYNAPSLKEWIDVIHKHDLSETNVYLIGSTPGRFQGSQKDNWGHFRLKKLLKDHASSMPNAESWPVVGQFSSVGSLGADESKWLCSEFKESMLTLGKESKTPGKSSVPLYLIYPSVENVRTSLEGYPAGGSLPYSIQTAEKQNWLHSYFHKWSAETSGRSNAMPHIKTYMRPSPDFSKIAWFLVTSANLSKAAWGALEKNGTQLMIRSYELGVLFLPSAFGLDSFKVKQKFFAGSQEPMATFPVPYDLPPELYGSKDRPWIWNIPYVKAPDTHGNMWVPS
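Compounds were preincubated with Tdp1 (1 nM final) for 15 min at room temperature before substrate (15 nM final) started a 5 min reaction; beads (10 ug/ml final) were then added for 10 min before AlphaScreen detection.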
An asterisk follows results filed as active; ? = inconclusive; nt = not tested or not shown; [ ] = dose if it differs, or a comment. Calls come from the whole dose curve; as a rule, active = well fitted curve in the direction sought with a large enough effect; inconclusive = small, poorly fitted or top-dose-only effect, or another doubt; inactive = no such curve, though single readings can be large; an effect the other way counts as inactive or inconclusive. Unless noted, % is set by controls: 0 for no effect and ±100 for the full control effect; potency is the fitted concentration of half-maximal effect.

Order of values: FEN1 inhibitor | N370S GC mod | TDP1 inh
> Cc1ccc(-c2noc(C3CCCN(C(=O)c4ccccc4)C3)n2)o1 (stereo not given)
  -4% | 8% | 0%
> COC(=O)c1ccc(COC(=O)c2cc3ccccc3oc2=O)cc1
  -10% | 6% | 5%
> CCOC(=O)c1cc(S(=O)(=O)NCc2ccc(F)cc2)[nH]n1
  22% | nt | -4%
> O=C(CCCN1C(=O)C2C3C=CC(C3)C2C1=O)N1CCN(c2ccccc2)CC1 (stereo not given)
  3% | 7% | 0%
> Cc1cccc(OCCC(=O)Nc2ccccc2C(N)=O)c1
  1% | 1% | 0%
> O=C(CCSc1ccccc1)NCCSCc1ccco1
  -2% | 11% | 5%
> COC(=O)c1nc[nH]c1C(=O)OC
  -1% | 4% | -5%
> CC(Oc1ccc2ccccc2c1)C(=O)NNC(=S)NC(=O)c1ccco1 (stereo not given)
  10% | 7% | 9%
> COc1ccc2c(c1)c1c(c(=O)n(-c3ccc(OC)c(OC)c3)c(=O)n1Cc1ccc(C)cc1)n2C
  -1% | nt | 6%
> Cc1ccsc1C(=O)OCC(=O)NC1CCCC(C)C1C (stereo not given)
  -2% | nt | -1%
> Cc1cccc(CNc2ncnc3ccc(-c4ccccc4Cl)cc23)c1
  -23% | 2% | 0%
> COc1ccc(CNc2ccc(Br)cc2)cc1
  -1% | 12% | 4%
> COC(=O)Cn1c(=NC(=O)c2ccc(S(=O)(=O)N3CCOCC3)cc2)sc2cc(S(N)(=O)=O)ccc21
  ? | 12% | 3%
> COc1ccc(/C=C/C(=O)c2ccc(O)cc2O)cc1
  nt | 18% | 3%[56.1 µM]
> COc1ccc(/C=N/Nc2ncnc3sc(C)c(C)c23)cc1
  ? | 3% | 3%
> COC(=O)NC1(C(=O)O)CCCC1
  13% | 0% | 3%
> CC(C)C(OC(=O)CCC(=O)Nc1nccs1)C(=O)NC1CCCCC1 (stereo not given)
  2% | 9% | 6%
> COC(=O)[C@H](Cc1ccc(O)cc1)NC(=O)Cn1cnc2c(OCc3ccccc3)ncnc21
  -13% | nt | 1%
> CCc1ccc2oc(C(=O)NCc3ccncc3)c(C)c2c1
  4% | 6% | -2%
> CCC(Sc1nc2cc3c(cc2c(=O)n1Cc1ccco1)OCO3)C(=O)NCCOC (stereo not given)
  5% | 8% | -1%

Further results
Order of values: FEN1 inhibitor | N370S GC mod | TDP1 inh
> CCOC(=O)c1c(NC(=O)c2ccc(S(=O)(=O)N(CC(C)C)CC(C)C)cc2)sc2c1CCN(C(=O)OCC)C2
  5% | nt | 3%
> O=C(c1ccc2c(c1)OCO2)N1CCN(c2ncccn2)CC1
  9% | 1% | 1%
> Cc1csc2ncc(C(=O)Nc3ccccc3Cl)c(=O)n12
  -2% | 1% | nt
> COCc1cc(=O)n2[nH]c(N)nc2n1
  11% | 4% | -10%
> O=C(Cc1n[nH]c(=O)c2ccccc12)NCc1ccccn1
  0% | 5% | 0%
> CCn1c(SCC(=O)N/N=C/c2ccccc2OCC(=O)O)nnc1-c1ccccc1
  -4% | -20% | nt
> CCc1ccccc1NC(=O)COC(=O)c1cccs1
  3% | -6% | -5%
> NC(=O)c1ncc(C(F)(F)F)cc1Oc1cccc(F)c1
  10% | -13% | 2%
> CC12CCC(C(=O)N(CC(=O)O)C1=O)C2(C)C (stereo not given)
  3% | 4% | 0%
> CCOC(=O)N1CCN(S(=O)(=O)c2ccc(OCC(=O)OC)c(Cl)c2)CC1
  -6% | nt | 12%
> CCC(C)NC(=O)CN(c1cc(Cl)ccc1OC)S(C)(=O)=O (stereo not given)
  -1% | 3% | -3%
> O=C(NCCc1ccc(Cl)cc1)C1CCC(CNc2nc(=S)[nH]c3ccccc23)CC1 (stereo not given)
  5% | -12% | 5%
> COc1ccc(S(=O)(=O)CCC(=O)N2CCN(c3ccc([N+](=O)[O-])cc3)CC2)cc1
  -11% | -3% | 4%
> CC/C(=N\NC(=O)CSCc1ccccc1Cl)c1ccc2c(c1)OCCO2
  -1% | -26% | 3%
> CC(C)Cc1nnc(NC(=O)CCC(=O)NC2CCCc3ccccc32)s1 (stereo not given)
  0% | 4% | -3%
> COCCC(=O)Nc1ccc2c(c1)CN(C(=O)CSC)CC2
  -10% | 10% | 1%
> CC1(C(=O)O)CCC(C(N)=O)C1(C)C (stereo not given)
  5% | 5% | 0%
> NC(=S)N=Nc1c(O)n(Cc2ccc(Br)cc2)c2ccccc12
  6% | -13% | 1%
> CCN1CCN(c2ccc(S(=O)(=O)N3CCCCC3)cc2NC(=O)/C=C/c2ccc(F)cc2)CC1
  16% | -14% | nt
> CCC(=NCc1ccccc1)c1c(C(F)(F)F)[nH]n(-c2nc3ccccc3s2)c1=O
  -1% | -8% | 2%

More compounds
Order of values: FEN1 inhibitor | N370S GC mod | TDP1 inh
> Cc1nn(C)c(NC(=O)c2ccccc2Cl)c1Cl
  -2% | -7% | nt
> Cc1cccc(N(CC(=O)NC2CC3CCC2C3)S(=O)(=O)c2ccccc2)c1 (stereo not given)
  -19% | 2% | 0%
> COc1ccc(-c2cc(-c3cccnc3)c(C#N)c(N)n2)cc1
  -18% | ? | -5%
> CC(O)C(=O)NCCOCCOCCNC(=O)C(C)O (stereo not given)
  0% | 8% | 3%
> COc1ccccc1NC(=O)Cc1csc(NC(=S)Nc2ccccc2)n1
  -11% | ? | 9%
> CCS(=O)(=O)c1nc(S(=O)(=O)c2ccc(C)cc2)c(N2CCN(CCO)CC2)s1
  -13% | -28% | 1%
> Nc1nc(-c2cccc(Br)c2)cs1
  1% | nt | -1%
> O=C(Cc1ccccc1)NNC(=O)c1cnccn1
  -14% | -3% | 5%
> FC(F)(F)c1cccc(-c2nnc3ccc(C(F)(F)F)cn23)c1
  -3% | -6% | -2%
> CCCn1c(N)c(N(CCOC)C(=O)c2ccc(-c3ccc(Cl)cc3)o2)c(=O)[nH]c1=O
  7% | 1% | nt
> C/C(=N\N=C(N)N)c1ccc(Cl)cc1Cl
  1% | -6% | 0%
> Cc1cccc(-c2nc3cc([N+](=O)[O-])ccc3o2)c1
  3% | 3% | -4%
> CN1CC(=O)N/C1=N\C(=O)Nc1ccc(O)cc1
  -1% | 25% | nt
> CC(C)CCNC(=O)C1C2C=CC3(CN(Cc4ccccc4Cl)C(=O)C13)O2 (stereo not given)
  -2% | 2% | 2%
> CC(C)(CN1CCN(Cc2ccccc2)CC1)NS(=O)(=O)c1ccc(Cl)cc1
  2% | -4% | nt
> COCC(=O)Nc1nc2n(n1)C(c1ccccc1Cl)CC(c1ccc(OC)cc1)N2 (stereo not given)
  0% | 3% | 5%
> COc1ccccc1N1CCN(C(c2ccc(Cl)cc2)c2nnnn2C(C)(C)C)CC1 (stereo not given)
  7% | 2% | 7%
> CC(=O)OC1CC(n2ccc(NC(=O)c3ccccc3)nc2=O)OC1CO (stereo not given)
  2% | 7% | 1%
> CCCN1C(=O)c2ccccc2NC1c1ccc(OC)c(COc2ccc([N+](=O)[O-])c(C)c2)c1 (stereo not given)
  -19% | nt | -4%
> CCN(CC)c1nc(-c2ccccc2)nc2ccccc12
  0% | -7% | 3%

(list continues)
Order of values: FEN1 inhibitor | N370S GC mod | TDP1 inh
> CCCCNS(=O)(=O)c1ccc(OC)c(C)c1
  10% | 12% | 0%
> COCCCNC(=S)NNC(=S)Nc1ccc(F)cc1F
  -5% | 13% | 4%
> O=C(NCc1ccc(F)cc1)c1cc2c(=O)n3ccccc3nc2s1
  2% | nt | 1%
> CCc1ccc(C2c3c(oc4ccc(F)cc4c3=O)C(=O)N2CCc2ccc(OC)cc2)cc1 (stereo not given)
  -24% | nt | 4%
> CC[C@H](C)C(C(=O)N1CCN(C(=O)OC(C)(C)C)CC1)n1cc(C(CO)NC(=O)OC(C)(C)C)nn1 (stereo not given in full)
  5% | -3% | 1%
> O=c1cc(CO)oc(C(Nc2cccc(C(F)(F)F)c2)c2ccccn2)c1O (stereo not given)
  14% | 2% | 8%
> CC1(C)CC2(CCO1)OC(=O)CC2C(=O)NCCc1ccccc1 (stereo not given)
  -2% | -1% | 2%
> CC(=O)NC(CC(=O)N1CCN(C(C)=O)CC1)c1ccccc1 (stereo not given)
  -11% | 3% | 0%
> COc1ccccc1Oc1ccc(NC(=O)c2ccccc2C)cc1
  1% | 20% | -4%
> CC(=O)C1=C(C)NC2=C(C(=O)c3ccccc32)C1c1ccccc1 (stereo not given)
  -22% | 6% | 7%
> Cc1cc(C(=O)Nn2cnnc2)ccc1[N+](=O)[O-]
  -3% | -11% | 6%
> CCNC(=S)Nc1cccc([N+](=O)[O-])c1
  nt | 25% | -5%
> O=C(CN1C(=O)NC2NC(=O)NC21)N/N=C/c1ccccc1F (stereo not given)
  nt | 8% | 2%
> COc1ccccc1N1CCN(c2nc3c(C)cccn3c(=O)c2C=O)CC1
  1% | -17% | 1%
> CCOc1ccc(C(=O)CN2C(=O)NC3(CCCCCC3)C2=O)cc1
  -14% | -16% | 4%
> Nc1c(C(=O)CSc2nnc(N3CCOCC3)n2-c2cccc(F)c2)c(=O)[nH]c(=O)n1C1CC1
  9% | nt | 0%
> O=C(/C=C/c1ccco1)NC1=NCCS1
  -2% | -4% | nt
> COC(=O)c1cc(C(=O)OC)cc(N2C(=O)CC(NNC(=O)c3ccccc3Cl)C2=O)c1 (stereo not given)
  3% | 3% | -8%
> Cc1csc(SCC(=O)c2c(N)n(C)c(=O)n(C)c2=O)n1
  -4% | 4% | 1%
> Cc1cc(-c2csc(NC(=O)c3cc4ccccc4o3)n2)c(C)n1C
  0% | 6% | 5%

(more compounds)
Order of values: FEN1 inhibitor | N370S GC mod | TDP1 inh
> CN(C(=O)COC(=O)C1CCN(S(=O)(=O)c2cccs2)CC1)C1CCS(=O)(=O)C1 (stereo not given)
  -6% | -12% | -2%
> Cc1cccnc1NC(=O)C(C)N1C(=O)c2ccccc2C1=O (stereo not given)
  6% | -4% | 4%
> Cc1ccnc(NS(=O)(=O)c2cccc3nsnc23)c1
  0% | 5% | 0%
> CCOc1cc(CNc2ccc(O)cc2)ccc1OCc1ccc(Cl)cc1Cl
  -13% | ? | 6%
> Cc1ccc(S(=O)(=O)NC2=NCN(Cc3cccnc3)CN2)cc1
  0% | 8% | 4%
> Cc1ccc([N+](=O)[O-])cc1NC(=S)NC(=O)c1ccco1
  11% | 3% | 2%
> Cc1ccc(-n2ncc3c(NNC(=O)c4cccs4)ncnc32)cc1
  -5% | -8% | 1%
> Cc1cc(C)cc(NC(=O)CN2CCC(NC(=O)c3cccc(F)c3)CC2)c1
  3% | -9% | nt
> Cc1ccc(CNC(=O)N2CCC(CN3CCC(C)CC3)CC2)cc1
  -7% | nt | 3%
> Cc1nn(CC(=O)N2CCN(c3ccccc3)CC2)c(=O)c2cc3cc(F)ccc3n12
  -6% | nt | 7%
> O=C(CCCn1cnc([N+](=O)[O-])n1)Nc1cc(Cl)ccc1O
  -18% | 7% | -5%
> COc1cccc(NC(=O)CN(C)C(=O)CC(C)c2ccccc2)c1 (stereo not given)
  -5% | -5% | 0%
> Cc1ccc(C(=O)c2ccccc2C(=O)OCC(=O)NCCc2ccc(Cl)cc2Cl)cc1
  -14% | ? | 0%
> COc1cccc(N(C(=O)CCl)C(C(=O)NCCc2ccccc2)c2cccs2)c1 (stereo not given)
  -9% | 0% | 4%
> COc1ccc(Cl)cc1NC(=O)CSc1nnc(C)n2c1cc1occc12
  -7% | nt | 0%
> CC1CC(=O)N(CC(=O)NCc2ccccc2)c2ccccc2S1(=O)=O (stereo not given)
  -4% | -7% | 2%
> COc1ccccc1-c1nc(-c2cccc(C)c2)no1
  -7% | 13% | -8%
> Cc1cccc(C(=O)Nc2cccc(OCc3cc(=O)n4cccc(C)c4n3)c2)c1
  1% | nt | -5%
> Clc1ccc(-c2n[nH]c3c2CCC3)c(Cl)c1
  8% | -17% | 5%
> Cc1nn(C)c(C)c1N1C(=O)c2cccc3c(N)ccc(c23)C1=O
  2% | 1% | 4%

Bioassay records deposited in PubChem by National Center for Advancing Translational Sciences (NCATS).
